# Screening data as filed in PubChem.
# Eya2 phos inh: blocks the phosphatase activity of human Eya2; O00167; recombinant Eya2, OMFP fluorescence dephosphorylation (OMFP is methylfluorescein phosphate); Potency, µM (doses to about 76.9 µM), inactives show top-dose activity, negative = inhibition, hits mostly inhibitors; actives 0.006% (n = 330,000); also: potency is read from the fitted curve at half-maximal effect
#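 Eya2 protein (added as 0.2 uM solution) was preincubated with compound for 10 min at ambient temperature in 50 mM HEPES pH 7.5, 50 mM NaCl, 5 uM MgCl2, 0.05% BSA, 1 mM DTT. OMFP (added at 50 uM) then reacted 10 min; fluorescence read at 485/525 nm.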
# PKM2 act: activators of human pyruvate kinase M2; Potency, µM (top dose mostly 57.5 µM), inactives show at the highest dose activation, most hits filed as activators; AID 1631; purified PKM2, Kinase-Glo ATP luminescence, activation; response scale: 0% is enzyme alone, no compound; P14618; actives 0.34% (n = 260,000); also: potency is read from the fitted curve at half-maximal effect; nearly all actives have a fitted effect of over 55% in size
# Target sequence (P14618 whole entry, looked up): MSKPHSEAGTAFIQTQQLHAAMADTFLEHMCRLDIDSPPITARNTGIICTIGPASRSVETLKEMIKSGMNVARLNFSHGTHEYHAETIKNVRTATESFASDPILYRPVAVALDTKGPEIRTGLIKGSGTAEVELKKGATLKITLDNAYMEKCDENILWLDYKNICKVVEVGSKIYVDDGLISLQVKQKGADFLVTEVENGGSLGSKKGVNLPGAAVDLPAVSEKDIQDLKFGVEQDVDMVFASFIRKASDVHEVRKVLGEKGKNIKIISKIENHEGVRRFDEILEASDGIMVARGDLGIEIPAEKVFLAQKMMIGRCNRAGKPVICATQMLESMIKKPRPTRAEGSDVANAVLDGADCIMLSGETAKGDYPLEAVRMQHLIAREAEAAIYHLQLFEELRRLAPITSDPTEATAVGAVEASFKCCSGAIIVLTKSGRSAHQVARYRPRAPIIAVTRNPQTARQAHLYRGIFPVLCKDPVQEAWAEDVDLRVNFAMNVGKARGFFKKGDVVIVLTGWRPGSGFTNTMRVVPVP
#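 Purified hPK-M2 (>95% pure) converted ADP (0.1 mM final) to ATP with 0.5 mM PEP in 50 mM imidazole pH7.2, KCl, MgCl2, Tween 20, BSA; 1 h at room temperature. ATP detected by Kinase-Glo luminescence.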
# GALK inhibitor: galactokinase (human) inhibition; Purified GALK, Kinase-Glo residual ATP luminescence; actives 0.007% (n = 270,000); P51570; Potency, µM (top dose mostly 57.5 µM), for the others: at the top dose activity change, negative = inhibition, hits mostly inhibitors; also: potency is read from the fitted curve at half-maximal effect
# Target sequence (P51570 whole entry, looked up): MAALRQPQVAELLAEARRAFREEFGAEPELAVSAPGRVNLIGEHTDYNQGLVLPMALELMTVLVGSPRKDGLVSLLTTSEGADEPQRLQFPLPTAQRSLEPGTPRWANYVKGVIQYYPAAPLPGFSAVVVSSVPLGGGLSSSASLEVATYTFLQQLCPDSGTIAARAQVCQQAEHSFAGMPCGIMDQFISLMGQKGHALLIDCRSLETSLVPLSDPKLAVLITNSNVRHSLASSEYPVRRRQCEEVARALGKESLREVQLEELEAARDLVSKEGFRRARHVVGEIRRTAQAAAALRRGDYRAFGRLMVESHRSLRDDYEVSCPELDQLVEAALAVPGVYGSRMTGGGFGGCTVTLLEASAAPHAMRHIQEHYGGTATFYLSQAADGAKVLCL
#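 Galactose (100 uM) and ATP (35 uM) were turned over by 5 nM GALK for 1 h at RT. Kinase-Glo Plus then converted the remaining ATP into a luminescent signal.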
# USP2a block: USP2a (human) protease inhibition | AID 463254 | USP2 core, Ub-CHOP2 coupled fluorogenic reporter, 485/531 | O75604 | Potency, µM (series often up to 38.3 µM), inactives show at the top dose activity change, negative = inhibition, actives largely listed as inhibitors | actives 0.01% (n = 330,000);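 also: potency is read from the fitted curve at half-maximal effect; plate controls were DMSO wells for no effect and full inhibition by NEM control for full effect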
#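 Deubiquitinase activity read as fluorescence (485/531 nm) after Ub-CHOP2 cleavage activates the enterokinase reporter on its substrate; USP2 core 10nM, Ub-CHOP2 and substrate 25nM each, 30min compound preincubation then 60min RT; data normalized to NEM, curves fitted.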
# B2AR arrestin: recruits beta-arrestin to the human beta2-adrenergic receptor; P07550; Potency, µM (titrated, usually from 46.1 µM), without a hit: at the top dose activation, usual class: activators; actives 0.02% (n = 330,000); beta-arrestin recruitment to beta2AR, cell-based reporter;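 also: potency is read from the fitted curve at half-maximal effect; 0% = DMSO controls and full agonism = EC100 isoproterenol or metaproterenol; nearly all actives have a fitted effect of over 65% in size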
# Giardia killer: kills Giardia lamblia; activity change, % at 7.66 µM, hits read low; Giardia lamblia trophozoite viability; AID 540267; actives 0.15% (n = 340,000); in the data active = activity change below about -80%; inconclusive = between about -30% and that limit;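 also: parasites exposed to compound for two days anaerobically before the ATP read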
#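 Luminescence from cellular ATP indicates surviving trophozoites (100 cells/well) following 48 hrs anaerobic compound treatment at 37 deg C; signal develops 15-30 min at room temperature.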
# BCR signal inh: blocks chronic active B-cell receptor signaling | AID 493014 | Potency, µM (doses to about 46.1 µM), inactives show at the top dose ratio change, negative = lower green/red ratio, usual class: inhibitors | ABC-DLBCL IkBa-CBG/CBR reporter, luminescence ratio, 4 h | actives 0.05% (n = 340,000); active = well fitted inhibition curve with a large enough effect in the signal ratio, with a control signal flat, not every such curve was filed as active; inconclusive = small, poorly fitted or top-dose-only effect, or effect the other way, or a change in a side signal; the % refers to the signal ratio;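 also: potency is read from the fitted curve at half-maximal effect; plate controls were basal doxycycline-induced cells for no effect and cells given 10 µM MG132 for full effect; MG132 reads +100%, hits lower the ratio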
#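 Cell line TMD8 (human ABC DLBCL), stably expressing tet-inducible CBG68-IkBa fusion and CBR; IMDM/0.5% FBS; cpd up to 46 uM; dox induction, 4 h, 37C/5% CO2; dual luminescence; green/red ratio; MG132 control.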
# Coupling enz: inhibits coupling enzyme system, counter-screen for aldolase hits; coupling enzyme system counterscreen, AmpLite Red fluorescence; activity change, negative = inhibition, % at 58.2 µM, hits read low; actives 0.67% (n = 290,000); AID 2472; in the data active = activity change below about -30%
#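 Activity here indicates interference with the coupling reaction, not aldolase inhibition. Compounds at 57.5 uM final met coupling enzymes for 10 min at RT; substrate and AmpLite Red detection followed, with a 525/598 nm fluorescence read after 20 min.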
# uPA surface inh: inhibitors of cell surface uPA generation. cell surface uPA generation assay, qHTS. actives 0.31% (n = 330,000). Potency, µM (titrated, usually from 38.3 µM), for the others: at the highest dose activity change, negative = inhibition, most hits filed as inhibitors; active = well fitted inhibition curve with a large enough effect; inconclusive = small, poorly fitted or top-dose-only effect; inactive = no such curve, though single readings can be large or run the other way; tested in mouse RAW 264.7 cells; also: potency is read from the fitted curve at half-maximal effect; nearly all actives have a fitted effect of over 55% in size
# KCNH2 WT inh: inhibitors of human wildtype KCNH2 potassium channel. Q12809. U2OS, BacMam KCNH2, thallium flux FluxOr; hits give low values. activity change, % at 1.84 µM. actives 0.37% (n = 340,000);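 active = maximum activity change below -70%; inconclusive = maximum activity change between -70% and -50%; inactive = maximum activity change above -50%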
#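 U2OS cells transduced with wild-type KCNH2 virus are loaded with FluxOr dye for 45 min, and thallium flux is measured in kinetic reads before and after stimulation buffer. Rate constants are normalized to DMSO controls.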
# KCNH2 3.1 inh: inhibitors of human KCNH2 3.1 potassium channel isoform; U2OS KCNH2 3.1, thallium flux FluxOr; hits give low values; activity change, % (tested at about 1.8 µM); actives 0.95% (n = 340,000);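 active = maximum activity change below -70%; inconclusive = maximum activity change from -70% to -50%; inactive = maximum activity change above -50%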;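 also: thallium influx rate constant from kinetic fluorescence after stimulation buffer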
#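 Thallium flux via FluxOr fluorescence (Red40 quencher, 45 min loading) in U2OS cells virally expressing the KCNH2 3.1 isoform (1.77 x 10^8 /mL virus, overnight at 37 C). Rate constants from 2-min kinetic reads post-stimulation, normalised to positive and negative controls.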
# An asterisk follows results filed as active; ? = inconclusive; . = not tested or not shown; [ ] = remark or other dose. Unless noted, calls follow the shape of the dose curve; as a rule, active = well fitted curve in the direction sought with a large enough effect; inconclusive = small, poorly fitted or top-dose-only effect, or another doubt; inactive = no such curve, though single readings can be large; an effect the other way counts as inactive or inconclusive. Unless noted, % is scaled to controls: 0 for no effect and ±100 for the full control effect.
SMILES,Eya2 phos inh,PKM2 act,GALK inhibitor,USP2a block,B2AR arrestin,Giardia killer,BCR signal inh,Coupling enz,uPA surface inh,KCNH2 WT inh,KCNH2 3.1 inh
CCn1c(CC(=O)Nc2ccc(C)cc2)n[nH]c1=S,7%,-5%,1%,-1%,-0.1%,8,14%,1,-1%,-3,-9
CCOc1ccc(/C=C2\SC(=O)N(c3ccc(O)cc3)C2=O)cc1OC,-9%,12%,.,0%,-0.9%,33[activator],-14%,5,-11%,-14,-30
Cc1ccc(C(=O)Nc2ccccc2C(=O)NC(Cc2c[nH]c3ccccc23)C(=O)O)cc1 (configuration not stated),10%,-7%,3%,0%,0.3%,0,?,-3,-3%,-1,14
N#Cc1cc2c(cc1NC(=O)CCn1cnnn1)OCO2,-3%,.,5%,-1%,-1.0%,10,2%,0,-1%,-13,9
COc1ccc2c(c1)C(=O)N1[C@H]3c4cc(Br)ccc4OC[C@@H]3[C@H](c3ccccc3)[C@]1(C)C(=O)N2,12%,.,.,3%,-0.9%,-21,?,.,?,2,?
O=C(c1cc([N+](=O)[O-])cc([N+](=O)[O-])c1)N1CCOCC1,4%,2%,-4%,-1%,-0.5%,-4,-1%,0,3%,3,5
NC(=O)C1CCN(c2nc3ccccc3nc2NS(=O)(=O)c2ccc(Br)cc2)CC1,-2%,.,.,4%,4.3%,-21,3%,.,2%,0,3
O=C(O)c1cc(NCc2ccc3c(c2)OCO3)ccc1N1CCOCC1,5%,15%,0%,0%,-0.2%,25,-1%,0,2%,3,-3
O=C(CN(C(=O)C1CSC(=O)C1)c1cccc(F)c1)NCc1ccc2c(c1)OCO2 (configuration not stated),12%,-7%,-4%,0%,-0.4%,1,-12%,-3,7%,15,22
CSCCC(NC(=O)c1ccco1)C(=O)N(C)CC(=O)Nc1ccccc1Br (configuration not stated),-9%,.,.,2%,-0.2%,-4,?,.,4%,-4,-1

# Next part; it opens with the two that closed the last part.
SMILES,Eya2 phos inh,PKM2 act,GALK inhibitor,USP2a block,B2AR arrestin,Giardia killer,BCR signal inh,Coupling enz,uPA surface inh,KCNH2 WT inh,KCNH2 3.1 inh
O=C(CN(C(=O)C1CSC(=O)C1)c1cccc(F)c1)NCc1ccc2c(c1)OCO2 (configuration not stated),12%,-7%,-4%,0%,-0.4%,1,-12%,-3,7%,15,22
CSCCC(NC(=O)c1ccco1)C(=O)N(C)CC(=O)Nc1ccccc1Br (configuration not stated),-9%,.,.,2%,-0.2%,-4,?,.,4%,-4,-1
COc1ccc(CCNC(=O)CSc2nc3cc(Cl)ccc3o2)cc1OC,-4%,9%,-1%,0%,0.1%,5,?,0,-6%,4,30
O=C(COc1ccc2c(c1)OCO2)Nc1nnc(Cc2ccccc2)s1,-13%,.,3%,1%,-0.5%,-11,6%,1,-1%,-5,0
Oc1ccc(Cl)cc1C=NCCc1ccccc1,-4%,-9%,3%,2%,-0.4%,3,4%,3,-3%,-2,15
CC[C@H](C)C(C(=O)N1CCN(C(=O)OC(C)(C)C)CC1)n1cc(C(Cc2ccc(O)cc2)NC(=O)OC(C)(C)C)nn1 (some centres not stated),-8%,4%,1%,0%,-0.3%,-27,11%,3,8%,7,10
CC(=O)c1ccc(NC(=O)C2CC(c3ccc(F)cc3)=NO2)cc1 (configuration not stated),6%,3%,-3%,4%,0.3%,-7,4%,-1,.,-5,-97*
Fc1ccccc1/C=N/n1c(C2CCCCC2)n[nH]c1=S,-1%,.,-3%,-1%,0.6%,17,?,-3,6%,-7,3
NC(=O)c1ccccc1OCC(=O)N1CCCc2ccccc21,-5%,-1%,14%,-2%,-0.7%,-8,-11%,3,1%,0,16
C[C@H](CO)N1C[C@H](C)[C@@H](CN(C)S(=O)(=O)c2cccs2)Oc2ccc(NC(=O)CCC(F)(F)F)cc2C1=O,15%,.,.,5%,-0.5%,-30,?,.,5%,40,15
CC(Oc1ccc(Cl)cc1C(N)=O)C(=O)N1CCc2ccccc21 (configuration not stated),-39%,.,.,0%,-0.3%,0,?,.,-9%,-6,-8
COc1ccc(Cl)cc1NC(=O)CCS(=O)(=O)c1ccc(C)cc1,5%,.,0%,-1%,0.4%,13,9%,-10,8%,-18,-4
CC(C)CC(c1nnnn1C1CCCCC1)N1CCN(C(=O)c2ccco2)CC1 (configuration not stated),-13%,.,-2%,-1%,-0.6%,-6,0%,1,-2%,3,9
CSc1cccc(NC(=S)N2CCCN(Cc3cccc(Cl)c3)C2)c1,-11%,-5%,-1%,0%,-0.2%,-3,?,-5,3%,.,.
Cc1noc(C)c1S(=O)(=O)N(C)C[C@H]1Oc2c(NC(=O)Nc3ccc(C(F)(F)F)cc3)cccc2C(=O)N([C@H](C)CO)C[C@@H]1C,3%,.,.,-2%,-0.2%,23,?,.,-20%,-5,-13
CCOC(=O)CSc1nnc(CSc2nc3sc4c(c3c(=O)[nH]2)CCCC4)n1-c1ccccc1,-5%,4%,.,3%,0.0%,-12,0%,7,0%,4,2
c1ccc2oc(-c3ccn[nH]3)cc2c1,5%,-10%,6%,-2%,-0.2%,-9,-3%,-3,-4%,-8,1
COc1cccc(CN2CCC(Oc3ccc(C(=O)NCc4ccccn4)cc3)CC2)c1O,3%,4%,.,0%,-0.1%,11,10%,-2,-6%,1,-4
CC(C)c1ccc(OCC(=O)Nc2ccncc2)cc1,-6%,9%,2%,-1%,-0.6%,-11,0%,1,-1%,-6,-4
CCCS(=O)(=O)N1CCN(C(=O)c2ccco2)CC1,2%,-3%,2%,-12%,0.0%,13,1%,0,1%,-15,-11
Cc1nc2sc(C(c3cccs3)N3CC(C)CC(C)C3)c(O)n2n1 (configuration not stated),3%,-24%,1%,3%,-0.6%,11,5%,-1,6%,0,1
CSc1ccccc1NC(=O)COC(=O)CCc1ccccc1,10%,2%,0%,-1%,0.1%,7,3%,0,0%,0,-6
CC(=O)NS(=O)(=O)c1ccc(NC(=S)NC(=O)C(C)(C)C)cc1,-12%,-5%,0%,0%,-0.5%,2,-8%,.,.,2,11
CC1CCCCN1CCNC(=O)CN1C(=O)CSc2ccc(S(=O)(=O)N3CCCCC3)cc21 (configuration not stated),-6%,.,-2%,0%,0.0%,33[activator],0%,.,-2%,13,11
CCn1cc(C(=O)Nc2cccc(NC(C)=O)c2)c2cc(OC)c(OC)cc2c1=O,-4%,-1%,0%,2%,0.4%,-10,-1%,0,4%,14,11
O=S(=O)(Cc1ccccc1)NCC1CCCN(Cc2cccc3nonc23)C1 (configuration not stated),5%,-2%,-1%,1%,-0.2%,4,6%,6,.,24,-12
O=C(O)/C=C\C(=O)Nc1ccc(OC(F)F)cc1,-1%,1%,3%,3%,-0.1%,-4,8%,0,11%,25,12
C/C=C/c1ccc(Oc2nnnn2-c2ccc(C(N)=O)cc2)c(OC)c1,3%,11%,-1%,0%,0.0%,-8,?,-1,6%,-9,-3
O=C(CSc1nc(-c2ccccc2)cs1)NC(=O)NCc1ccco1,-3%,16%,-3%,-6%,-0.4%,6,3%,-3,-1%,-8,1
OCCC1CN(Cc2cccc(O)c2)CCN1CCc1ccccc1 (configuration not stated),1%,1%,-1%,0%,0.1%,7,-12%,1,6%,.,21
CC(=O)C1=C(O)C(=O)N(CCC(=O)O)C1c1ccc(Cl)cc1Cl (configuration not stated),0%,-16%,1%,-2%,4.4%,-11,16%,0,4%,-18,6
COc1ccc(CC(=O)N2CCN(c3cccc(C)c3C)CC2)cc1,12%,0%,2%,1%,-0.5%,0,-2%,2,5%,4,-19
COc1ccccc1CNC(=O)COC(=O)C1CCN(S(=O)(=O)c2ccccc2)CC1,17%,.,.,-1%,-0.7%,-17,?,.,2%,0,6
CCOc1ccc(N(CC(=O)Nc2ccccc2OC)S(=O)(=O)c2ccccc2)cc1,0%,0%[11.5 µM],-1%,2%,-0.8%,6,16µM*,0,?,-6,-2
Cc1cccc(Oc2cc(NC(=O)Cn3cnc([N+](=O)[O-])n3)cc([N+](=O)[O-])c2)c1,-11%,2%,1%,1%,-0.3%,13,?,-7,-4%,5,-11
CCN(CC)CCNC(=O)c1ccc(NC(=O)Cc2cccc3ccccc23)cc1,-1%,-5%,-2%,-4%,-0.1%,2,-2%,-1,-7%,8,-10
CCc1ccc(-n2nnnc2SCC(=O)Nc2ccc(NC(C)=O)cc2)cc1,-4%,3%,3%,-2%,0.4%,-13,?,-1,5%,5,-1
COc1ccccc1N1CCN(C2CCCN(C(=O)c3ccoc3)C2)CC1 (configuration not stated),-11%,.,-3%,-4%,0.4%,-26,1%,.,0%,-2,21
COc1cc(C(=O)NNC(=O)c2cc(=O)[nH]c3ccccc23)cc(OC)c1OC,10%,.,.,-2%,0.0%,6,4%,.,-3%,-5,3
CC1CCC(NC(=O)c2ccc(CS(=O)(=O)Cc3ccccc3F)o2)CC1 (configuration not stated),13%,1%,-4%,2%,-0.2%,14,-1%,2,0%,-6,-6
